Screens: PubChem BioAssay, several laboratories
SRC2 inh: inhibition of GAL4-SRC2 driven luciferase reporter, primary screen, SRC2 inhibitor project, cell-based, luminescence. inhibition, % at 9 µM. AID 651957, 2012. 370,000 compounds, 0.17% hits. HEK293 GAL4-SRC2 luciferase reporter. Nuclear receptor coactivator 2 (Homo sapiens), Q15596;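 active = inhibition above the mean inhibition of all tested compounds plus 3 SD, set per campaign, cut at about 52% in these data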;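 also: 0% = DMSO treated cells and 100% = cells given Gossypol at 36 µM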
NOD2 RIPK2 PPI: NOD2-RIPK2 binding disruptors in cells, primary screen, fluorescence, CHO cells, BLA complementation | CCF4 ratio | 360,000 compounds, 0.38% hits | inhibition, % at 4.98 µM; in the data active = inhibition above about 21%;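 also: 0% = vehicle only and 100% = reference blocker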
LRH-1 inv ag: LRH-1 (NR5A2) inverse agonists, primary screen, cell-based, luminescence, HEK293T, StAR-luciferase reporter; 360,000 compounds, 0.13% hits; LRH-1 transfected, 24 h; inhibition, % at 3.6 µM;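 active = inhibition above the mean inhibition of all tested compounds plus 3 SD, cut at about 73% in these data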;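 also: 0% = DMSO wells and 100% = reporter-only cells lacking LRH-1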
Target sequence (O00482 whole entry, looked up): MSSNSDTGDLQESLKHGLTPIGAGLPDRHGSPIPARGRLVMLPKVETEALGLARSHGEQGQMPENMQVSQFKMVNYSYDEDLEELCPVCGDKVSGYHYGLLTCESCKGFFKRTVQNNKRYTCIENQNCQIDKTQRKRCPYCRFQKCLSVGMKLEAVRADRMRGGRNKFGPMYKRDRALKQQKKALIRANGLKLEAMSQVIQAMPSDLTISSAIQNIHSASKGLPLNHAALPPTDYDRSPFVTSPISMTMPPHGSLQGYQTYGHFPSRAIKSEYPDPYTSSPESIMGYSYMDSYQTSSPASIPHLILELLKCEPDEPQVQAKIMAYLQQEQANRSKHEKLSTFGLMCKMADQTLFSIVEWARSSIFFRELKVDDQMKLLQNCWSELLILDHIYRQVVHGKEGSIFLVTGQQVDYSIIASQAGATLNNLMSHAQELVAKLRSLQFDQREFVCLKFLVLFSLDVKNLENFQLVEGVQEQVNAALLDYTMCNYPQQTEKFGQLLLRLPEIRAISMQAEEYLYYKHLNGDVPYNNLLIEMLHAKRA
COUP-TFII inh: NR2F2 transcriptional activity inhibitors, primary screen, cell-based, luciferase reporter, HEK293T, luminescence. 370,000 compounds, 0.7% hits. inhibition, % at 8.6 µM. COUP transcription factor 2 (Homo sapiens), P24468. HEK293T NGFI-A luciferase reporter;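 active = inhibition above a per-plate cutoff, mean inhibition of test wells between control levels plus 3 SD, cut at about 38% in these data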;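 also: cells cotransfected with COUP-TFII expression vector driving the NGFI-A reporter; 0% = median of COUP-TF2 test wells and 100% = reporter-only cells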
MC4R ag barr: MC4R agonists recruiting beta-arrestin, primary screen, cell-based, luminescence, agonist arm of biased-ligand search. Melanocortin receptor 4 (Homo sapiens), P32245. U2OS MC4R beta-arrestin complementation; percent of melanotan II response, DMSO zero. activation, % at 8.9 µM. 360,000 compounds, 0.98% hits;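 active = activation above a per-plate cutoff, the mean activation of sample wells on that plate plus 3 SD, cut at about 8% in these data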
Target sequence (P32245 whole entry, looked up): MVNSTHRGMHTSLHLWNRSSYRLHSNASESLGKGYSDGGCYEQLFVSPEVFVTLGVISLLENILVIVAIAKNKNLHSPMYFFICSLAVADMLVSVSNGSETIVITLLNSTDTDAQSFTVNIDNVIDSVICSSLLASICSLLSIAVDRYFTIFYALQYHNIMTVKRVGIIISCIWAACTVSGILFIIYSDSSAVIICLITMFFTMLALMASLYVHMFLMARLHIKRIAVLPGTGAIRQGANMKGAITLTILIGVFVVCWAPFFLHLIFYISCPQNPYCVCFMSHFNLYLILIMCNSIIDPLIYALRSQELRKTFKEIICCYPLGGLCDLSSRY
SRC1 inh: SRC1 coactivator transcriptional activity inhibitors, primary screen, cell-based, luminescence | Nuclear receptor coactivator 1 (Homo sapiens), Q15788 | HEK293 GAL4-SRC1 luciferase reporter | inhibition, % at 3.6 µM | 360,000 compounds, 0.12% hits | AID 588354, 2011;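 active = inhibition above the campaign mean plus 3 SD, with each screening campaign given its own cutoff, cut at about 60% in these data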;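 also: 0% = DMSO treated cells and 100% = gossypol at 36 µM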
EBV LMP1 NFkB: EBV LMP1-driven NF-kappaB luciferase reporter inhibitors, primary screen, cell-based, luminescence, single point. LMP1-induced NF-kappaB luciferase reporter cells. inhibition, % at 12.5 µM. 350,000 compounds, 0.69% hits. AID 504558, 2011; in the data active = inhibition above about 41%;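 also: 0% = neutral control wells and 100% = reference inhibitor control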
MC4R antagonist: MC4R antagonists of cAMP signaling, primary screen, cell-based, TR-FRET, antagonist arm of biased-ligand search. inhibition, % at 6.5 µM. MC4R-expressing cells, MTII-stimulated cAMP, LANCE TR-FRET. AID 540295, 2011. 360,000 compounds, 0.48% hits;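 active = inhibition above its plate's cutoff, the mean of tested wells on that plate plus 3 SD, cut at about 29% in these data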;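 also: 0% = Melanotan II alone and 100% = Melanotan II plus saturating MCL0020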
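Assay system: U2OS-MC4R stable cell line; Also added: Melanotan II; Technique: Eu-cAMP/anti-cAMP TR-FRET, emission 671 nm; Times: 30-min compound, 1-h challenge, 1-h detection, room temperature.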
SRC3 inh: SRC3 coactivator transcriptional activity inhibitors, primary screen, cell-based, luminescence | HEK293 GAL4-SRC3 luciferase reporter | AID 588352, 2011 | inhibition, % at 3.6 µM | 360,000 compounds, 0.17% hits;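 active = inhibition above a per-campaign cutoff, the mean of all compounds plus 3 SD, cut at about 60% in these data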;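 also: 0% = DMSO-treated cells and 100% = gossypol-treated cells at 36 µM; higher means less SRC3-driven luciferase light from the GAL4 reporter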
TLR9-MyD88 block: inhibitors of TLR9-MyD88 association in cells, primary screen, cell-based, CHO, BLA complementation, fluorescence | CCF4 FRET ratio | inhibition, % at 4.98 µM | 340,000 compounds, 0.21% hits | AID 504734, 2011;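 active = inhibition above the mean over all tested compounds plus 3 SD, cut at about 21% in these data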;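 also: 0% = DMSO only wells and 100% = clavulanate BLA inhibitor control wells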
ABHD5-PLIN5 inh: ABHD5-PLIN5 interaction inhibitors, primary screen, cell lysate, split luciferase complementation, luminescence. Perilipin-5 (Homo sapiens) + 1-acylglycerol-3-phosphate O-acyltransferase ABHD5 (Homo …. Split G. princeps luciferase complementation, 4 h. inhibition, % at 4 µM. 360,000 compounds, 0.78% hits. AID 602281, 2012;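 active = inhibition above the mean inhibition across every tested compound plus 3 SD, cut at about 22% in these data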;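 also: 0% = DMSO only wells and the 100% control is not disclosed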
The depositor's hits bear a star; / = no result given.

SMILES	SRC2 inh	NOD2 RIPK2 PPI	LRH-1 inv ag	COUP-TFII inh	MC4R ag barr	SRC1 inh	EBV LMP1 NFkB	MC4R antagonist	SRC3 inh	TLR9-MyD88 block	ABHD5-PLIN5 inh
Cc1cccc(NC(=O)CN(CC2CCCO2)C(=O)c2cc3ccccc3o2)c1C (stereo not given)	-24	1	-3	-32	-1.4	-4	-12	5	1	8	6
CC(NC(=O)c1ccccc1SCC(=O)N1CCCC1)c1ccccc1 (stereo not given)	8	1	10	-3	-4.5	1	10	4	12	-2	-5
COc1ccc(OC)c(NC(=O)COC(=O)c2ccc(S(=O)(=O)N3CCOCC3)cc2)c1	13	3	23	-8	-1.0	4	-9	24	-4	0	-2
COC(=O)[C@@]12C[C@@H](CC(=O)NCc3cccc4ccccc34)C(=O)N(CCc3ccc(OC)c(OC)c3)C1=CCC(C)(C)C2	1	-3	-7	-1	/	/	/	/	/	/	9
N=C1/C(=C\c2ccc(-c3cccc(C(=O)O)c3)o2)C(=O)N=C2SC=C(c3ccccc3)N12	-27	4	-37	-2	-1.4	-18	-12	-5	-6	-5	0
CCn1c(SCC(=O)N2CC(C)OC(C)C2)nc2c([nH]c3ccccc32)c1=O (stereo not given)	-25	-14	21	-16	-0.8	-1	-2	4	4	-10	2
COC(=O)CSc1nc(C)c(C(C)=O)cc1C#N	-25	2	13	-5	-0.1	4	-14	-2	-28	-3	-6
CCCCC(CC)c1nnc(NC(=O)c2cccs2)s1 (stereo not given)	2	-11	-17	17	5.4	-9	-3	-1	-1	-5	-4
COC(=O)C1CCN(C(=O)COC(=O)c2n[nH]c3ccccc23)CC1	0	-4	-37	-16	-1.9	-31	-4	21	-25	6	0
COc1cc(NC(=O)c2cccs2)c(OC)cc1NC(=O)c1cccs1	/	-7	8	/	-2.9	-65	0	10	26	-1	6
O=C(c1ccncc1)c1ccc(Br)cc1	2	0	8	10	2.0	9	6	-9	18	3	15
CCn1cc([N+](=O)[O-])c(C(=O)N2CCOCC2)n1	-7	-8	-14	4	-1.3	-15	0	2	14	-13	-1
Cc1ccc(NC(=O)CNc2cccc(S(=O)(=O)N3CCCCC3)c2)cc1F	19	-1	7	19	-1.1	11	6	11	-16	4	-4
CCOc1ccc(CCNC(=O)COC(=O)CNS(=O)(=O)c2ccc(NC(C)=O)cc2)cc1OCC	-9	-5	17	7	-0.7	12	2	0	-13	-2	-10
Cc1ccc(CNC(=O)c2ccc(N3CCC4(CC3)CC(c3cccc(Br)c3)=NO4)c(NC(=O)c3ccc(Br)cc3)c2)cc1	10	4	27	6	-1.6	6	1	5	3	-8	0
CC(=O)N1CCC(C(=O)c2ccc(Cl)cc2)CC1	3	2	1	5	-1.3	10	-6	-3	-16	-3	4
CC(C)(C)NC(=O)Cn1cc(C#N)c2cc(Br)ccc21	-6	-1	-13	-4	-1.2	4	0	17	13	1	-8
CC(Sc1nc(-c2ccco2)nc2c1c(=O)n(C)c(=O)n2C)C(=O)O (stereo not given)	-16	3	-5	-2	-1.3	-5	-2	2	6	-5	-5
CCOC(=O)C1CCN(C(=O)CCc2nc3sc4c(c3c(=O)[nH]2)CCCC4)CC1	-14	-8	-33	8	0.0	-16	-20	13	2	-5	-3
CCN(CC)CCCNC(=S)N1CCN(c2nc(-c3ccccc3)cs2)CC1	29	-2	8	-2	3.5	1	6	6	-3	5	8
COc1ccccc1Oc1ncnc2sccc12	11	-2	6	0	-1.3	4	4	3	13	1	-1
COc1ccc(CN2C(=O)c3ccccc3C2=O)cc1C(=O)N(C)CC(=O)Nc1ccc(F)cc1	-10	-5	11	-11	-4.8	4	-2	-1	-30	-2	3
CN1C(=O)C(=O)/C(=C(/O)c2ccc(Br)cc2)C1c1ccc(Cl)cc1 (stereo not given)	-13	5	-3	12	0.3	-1	4	16	-8	-6	-6
COc1ccc(/C=N/Nc2nc3ccccc3[nH]2)c(OC)c1OC	10	-7	5	35	1.1	31	27	8	27	-9	-7
CNc1ncnc2c1ncn2[C@H]1CN(Cc2ccc(Cl)cc2)C[C@@H](CO)O1	-16	-5	-13	7	-1.5	-13	/	10	-9	/	4
Next part
SMILES	SRC2 inh	NOD2 RIPK2 PPI	LRH-1 inv ag	COUP-TFII inh	MC4R ag barr	SRC1 inh	EBV LMP1 NFkB	MC4R antagonist	SRC3 inh	TLR9-MyD88 block	ABHD5-PLIN5 inh
COc1ccc(Nc2nc3c(c(=O)n(C)c(=O)n3C)n2CCO)cc1	2	-18	8	4	0.9	2	-2	-2	2	-2	-2
Cc1ccc(C)c(N2CN(Cc3ccco3)CNC2=S)c1	1	-3	18	-3	0.2	-22	4	1	-10	-1	3
O=c1c2oc3ccccc3c2[nH]c(=S)n1-c1ccccc1	4	-1	-4	-9	-2.9	-7	-11	17	1	-6	3
c1ccc(-c2nnc(CSc3nc4ccccc4[nH]3)o2)cc1	-5	-13	11	18	-0.5	-11	-17	-3	-15	-6	-3
C[C@H](CO)N1C[C@H](C)[C@@H](CN(C)S(=O)(=O)c2ccc(F)cc2)Oc2c(NS(=O)(=O)c3ccccc3)cccc2C1=O	-1	-6	-4	-1	1.1	-1	7	16	12	1	8
COc1cc2ncnc(NCc3ccc(C)o3)c2cc1OC	2	-3	-5	18	-5.5	-1	12	-3	3	5	-2
COc1ccc(NC(=S)N2CCCC2)cc1OC	-9	0	-1	10	-2.8	0	3	3	-4	-11	-1
CCOC(=O)NC(=O)/C(C#N)=N\Nc1cccc(Cl)c1	25	2	-4	1	-0.7	-6	3	5	-9	4	-8
COc1cccc(N2CCN(C3CC(=O)N(c4ccc(F)c(Cl)c4)C3=O)CC2)c1 (stereo not given)	-20	-13	-7	9	0.8	-7	1	8	-4	-4	-1
CNS(=O)(=O)c1ccc(C)cc1	-2	-5	-22	-6	-1.6	-4	-11	2	4	8	-4
COc1ccc(N(C(=O)Cc2cccs2)C2C=CS(=O)(=O)C2)cc1 (stereo not given)	-4	4	4	34	0.7	-13	-11	8	-4	-3	0
CN(C)S(=O)(=O)n1cnc(C(CCO)c2ncn(S(=O)(=O)N(C)C)c2CCCO)c1 (stereo not given)	-13	11	8	12	-0.8	-10	3	6	-11	3	-3
CCOC(=O)N1CCC(NC(=O)c2cc(S(=O)(=O)NCCc3ccccc3)ccc2F)CC1	3	-6	20	8	-2.4	-27	2	10	-10	-1	-2
COc1ccc(-c2csc3ncnc(N4CCN(c5ccccc5OC)CC4)c23)cc1	22	1	1	5	4.5	15	13	14	-5	-4	-13
CC1(C)CC(=O)C(N=Nc2ccc(S(=O)(=O)N3CCOCC3)cc2)=C(O)C1	2	-6	9	4	-1.3	-15	5	-1	13	5	6
CCCCN1C(=O)c2cccc3cc(O)cc(c23)C1=O	6	1	-1	-10	1.1	-5	-18	-26	16	-3	1
Cc1ccc(C(=O)Nc2sc(C(=O)N(C)C)c(C)c2C#N)cc1	-44	-3	-2	1	-2.2	8	-3	3	13	14	-4
O=C(Nc1ccc(O)c2c(=O)cc(-c3ccccc3Cl)oc12)c1cccs1	-2	-6	7	-19	4.8	-15	29	0	-14	-11	0
CCCc1[nH]nc2c1C1(C(=O)N(C(C)C)c3ccccc31)C(C#N)=C(N)O2 (stereo not given)	4	2	-8	5	0.2	-6	-3	12	10	-1	1
COC(=O)/C(=C/Nc1ccccc1)[N+](=O)[O-]	-16	-4	20	23	2.5	19	-6	-4	15	2	15
Cc1ccc(N2C(=O)CSC2c2cccnc2)c(Cl)c1 (stereo not given)	-3	0	-16	21	-1.6	5	-5	8	9	5	0
CC(=O)c1c(C)nc2sc3c(=N)n(N)cnc3c2c1-c1ccc(Cl)cc1	20	9	18	-15	0.8	-55	-9	11	15	3	1
CCc1ccc(C2CC(=O)N(c3ccc(F)cc3)C3=C2C(=O)OC3)cc1 (stereo not given)	-37	-10	-13	-4	-2.0	16	6	1	2	-8	2
CCn1nc(NC(=O)CC(C)C)c2cc3ccc(C)cc3nc21	4	-4	-25	0	1.4	21	-3	2	-23	-8	-10
Cn1c(CNC(=O)c2ccc(Cl)cc2)nnc1SCC(=O)Nc1sc2c(c1C#N)CCCC2	2	-3	13	5	17*	-2	21	-1	-5	8	1
More compounds:
SMILES	SRC2 inh	NOD2 RIPK2 PPI	LRH-1 inv ag	COUP-TFII inh	MC4R ag barr	SRC1 inh	EBV LMP1 NFkB	MC4R antagonist	SRC3 inh	TLR9-MyD88 block	ABHD5-PLIN5 inh
CCCCn1c(N)c(N(Cc2ccccc2OC)C(=O)CCSC)c(=O)[nH]c1=O	-13	-8	1	6	-3.1	4	5	8	3	0	2
CC(=O)c1cccc(NC(=O)N[C@@H](CC(C)C)C(=O)O)c1	4	8	-3	-12	-0.2	-15	-4	7	11	-5	1
COc1cccc(N(C(=O)CS(=O)CC(=O)Nc2ccc(F)cc2)C(C(=O)NC2CCCCC2)c2cccs2)c1 (stereo not given)	-6	-18	-7	4	-2.4	6	-2	4	-7	10	4
CCC(=O)c1c(NC(CC)CO)cc(C)oc1=O (stereo not given)	-24	0	-7	-12	-0.1	-16	-3	5	3	2	3
O=C(Nn1c(C2CCCCC2)nc2ccccc2c1=O)c1ccc([N+](=O)[O-])cc1	-12	5	12	4	3.8	10	-5	-5	12	-3	10
O=C(CSc1nnnn1-c1ccc(F)cc1)Nc1ccc(N2CCOCC2)c(Cl)c1	-4	-1	30	-13	-0.2	-1	-4	18	-12	7	-5

Some of the compounds tested. The share of hits here may be higher or lower than overall.
